# Bioassay records (PubChem)
# TSHR antagonist = human thyrotropin receptor antagonism; TSHR-expressing cells, TSH-stimulated cAMP HTRF, 2 h; stronger effect = lower value; activity change, negative = inhibition, % at 11.5 µM; 330,000 tested, 0.2% active;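 active = activity change below a set negative limit, meaning inhibition stronger than a set level, cut at about -70% in these data; inconclusive = activity change between two set negative limits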; also: % is scaled to controls: 0 for no effect and ±100 for the full control effect
# Target sequence (P16473 whole entry, looked up): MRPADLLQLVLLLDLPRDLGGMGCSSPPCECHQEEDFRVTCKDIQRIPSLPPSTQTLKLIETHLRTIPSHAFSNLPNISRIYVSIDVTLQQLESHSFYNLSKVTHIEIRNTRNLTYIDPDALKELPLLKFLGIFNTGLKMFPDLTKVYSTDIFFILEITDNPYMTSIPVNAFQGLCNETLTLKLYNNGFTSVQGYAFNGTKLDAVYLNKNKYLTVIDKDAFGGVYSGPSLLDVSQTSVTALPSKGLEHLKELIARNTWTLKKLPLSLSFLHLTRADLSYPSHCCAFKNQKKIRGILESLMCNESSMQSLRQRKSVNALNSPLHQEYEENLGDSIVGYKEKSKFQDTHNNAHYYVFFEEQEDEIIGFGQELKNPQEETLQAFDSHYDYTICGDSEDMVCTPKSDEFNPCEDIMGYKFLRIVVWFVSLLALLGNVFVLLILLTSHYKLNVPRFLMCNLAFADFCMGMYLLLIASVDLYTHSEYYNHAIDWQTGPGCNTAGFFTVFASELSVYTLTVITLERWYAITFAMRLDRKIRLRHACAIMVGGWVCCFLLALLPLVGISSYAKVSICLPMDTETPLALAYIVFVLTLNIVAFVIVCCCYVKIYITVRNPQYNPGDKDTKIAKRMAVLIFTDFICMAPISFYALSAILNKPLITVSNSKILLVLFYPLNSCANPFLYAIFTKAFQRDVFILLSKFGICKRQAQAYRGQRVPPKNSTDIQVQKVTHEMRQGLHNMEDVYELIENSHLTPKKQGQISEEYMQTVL
#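 Competitive HTRF cAMP read-out (cryptate anti-cAMP antibody, cAMP-d2; 30 min, room temperature) in freshly harvested TSHR cells. Compounds added before TSH at EC80 (4nM final), followed by 2 hours' incubation at 37 deg C.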
# GALK inh = galactokinase (human) inhibition; Purified GALK, Kinase-Glo residual ATP luminescence; 270,000 tested, 0.007% active; P51570; Potency, µM (doses to about 57.5 µM), for the others: top-dose activity change, negative = inhibition, hits mostly inhibitors; AID 1868; also: potency is read from the fitted curve at half-maximal effect; % is scaled to controls: 0 for no effect and ±100 for the full control effect
#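 Luminescence from leftover ATP (Ultra-Glo luciferase/luciferin) served as read-out after a 1 h room-temperature reaction of 5 nM GALK with 35 uM ATP and 100 uM galactose.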
# Giardia kill = Giardia lamblia killing; Giardia lamblia trophozoite viability; activity change, % at 7.66 µM, hits read low; 340,000 tested, 0.15% active; AID 540267; in the data active = activity change below about -80%; inconclusive = between about -30% and that limit;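 also: parasites exposed to compound for two days anaerobically before the ATP read; % is scaled to controls: 0 for no effect and ±100 for the full control effect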
#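 Compounds were tested on trophozoites seeded at 100 cells/well and held 48 hrs at 37 deg C anaerobically. An ATP-based luminescent kit measured the remaining live cells.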
# BCR signal inh = chronic active BCR signaling inhibition; Potency, µM (doses to about 46.1 µM), inactives show at the highest dose ratio change, negative = lower green/red ratio, usual class: inhibitors; AID 493014; 340,000 tested, 0.05% active; ABC-DLBCL IkBa-CBG/CBR reporter, luminescence ratio, 4 h; active = well fitted inhibition curve with a large enough effect in the signal ratio, with a control signal flat, not every such curve was filed as active; inconclusive = small, poorly fitted or top-dose-only effect, or effect the other way, or a change in a side signal; the % refers to the signal ratio;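 also: potency is read from the fitted curve at half-maximal effect; plate controls were basal doxycycline-induced cells for no effect and cells given 10 µM MG132 for full effect; MG132 reads +100%, hits lower the ratio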
#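 TMD8 human ABC-DLBCL cells with doxycycline-inducible IκBα–green luciferase fusion and unfused red luciferase, in 0.5% FBS medium; compounds up to 46 uM, 4 h at 37C. Green/red luminescence ratio, filter-overlap corrected, fitted to concentration-response curves.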
# AT treatment = candidate therapy for ataxia-telangiectasia; 320,000 tested, 0.19% active; […] A-T fibroblasts, KAP-1 phosphorylation AlphaLISA; neocarzinostatin DNA damage 30 min before lysis; AID 485349; Potency, µM (series often up to 57.5 µM), for inactives: top-dose activation, usual class: activators; also: potency is read from the fitted curve at half-maximal effect; % of control where 0% means no effect; nearly all actives have a fitted effect of over 45% in size
#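 ATM-like activity read as KAP-1 phosphorylation via AlphaLISA donor/acceptor antibody pairs after lysis and 6 hr at 25C. Cells were ATM-null patient fibroblasts ([…], hTERT), dosed 60 min, then exposed to the DSB inducer NCS for 30 min.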
# KCNH2 WT inh = blocks the wildtype human KCNH2 potassium channel. Q12809. U2OS, BacMam KCNH2, thallium flux FluxOr; stronger effect = lower value. activity change, % at 1.84 µM. 340,000 tested, 0.37% active. AID 720551;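 active = maximum activity change below -70%; inconclusive = maximum activity change between -70% and -50%; inactive = maximum activity change above -50%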; also: % is scaled to controls: 0 for no effect and ±100 for the full control effect
#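 U2OS cells were transduced with wild-type KCNH2 virus (2.03 x 10^8 / mL) for 4 h at room temperature, then cultured overnight at 37 C. Thallium flux was read with FluxOr dye. Rate constants were normalized to DMSO controls.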
# MLL CXXC-DNA inh = inhibitors of human MLL CXXC domain-DNA interaction; Q03164; MLL-CXXC / FITC-HOXA9 DNA fluorescence polarization; Potency, µM (titrated, usually from 115 µM), inactives show at the highest dose activity change, negative = inhibition, most hits filed as inhibitors; 290,000 tested, 0.037% active; AID 2662; active = well fitted inhibition curve with a large enough effect in the polarisation, with a control signal flat, not every such curve was filed as active; inconclusive = small, poorly fitted or top-dose-only effect, or effect the other way, or a change in a side signal; inactive = no such curve, though single readings can be large or run the other way; the % refers to the polarisation; also: potency is read from the fitted curve at half-maximal effect
#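 Purified MLL-CXXC (added from a 7 uM solution) was preincubated 5 min at ambient with pinned compounds in 50 mM Tris-HCl pH 7.5, 50 mM NaCl, 1 mM DTT, 0.05% BSA. Fluorescein-labeled HOX-A9 DNA (50 nM solution) followed, 30 min, then polarization read.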
# FBPA coupling cs = counter-screen for Giardia aldolase inhibitors: coupling enzyme system; coupling enzyme system counterscreen, AmpLite Red fluorescence; activity change, negative = inhibition, % at 58.2 µM, hits read low; 290,000 tested, 0.67% active; AID 2472; in the data active = activity change below about -30%; also: % is scaled to controls: 0 for no effect and ±100 for the full control effect
#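 Compounds tested against the coupling enzymes alone at 57.5 uM final; readout was AmpLite Red fluorescence (525/598 nm) after 20 min at RT.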
# TCR activator = activates T cell receptor signaling | primary human leukocytes, anti-CD3, IL-2 HTRF, 48 h | Potency, µM (top dose mostly 9.22 µM), inactives show at the top dose activation of IL-2 secretion, actives largely listed as activators | 330,000 tested, under 10 active; also: % of control where 0% means no effect
#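 Compounds are tested in HTS on primary human leukocytes co-incubated with a-CD3 beads for 48 hr. IL-2 output is measured by time-resolved FRET.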
# Tb PFK inh = inhibitors of T. brucei phosphofructokinase; O15648; T. brucei PFK, ADP-Glo luminescence; Potency, µM (series often up to 57.5 µM), without a hit: at the top dose activity, negative = inhibition, actives largely listed as inhibitors; 330,000 tested, 0.17% active; AID 485367;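 also: potency is read from the fitted curve at half-maximal effect; 0% = uninhibited 1x PFK enzyme wells and -100% = no-enzyme wells; nearly all actives have a fitted effect of over 60% in size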
#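 1.25 nM PFK with 0.5 mM F6P and 0.1 mM ATP in 0.1 M TEA pH 8.0, 5 mM MgCl2, incubated 45 min at room temperature; ADP measured by ADP-Glo luminescence; compounds titrated up to 57 uM.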
# The depositor's hits bear a star; i = inactive; ? = inconclusive; nt = not tested or not shown; & = joins results of further samples; [ ] = dose if it differs, or a comment. Unless noted, calls follow the shape of the dose curve; as a rule, active = well fitted curve in the direction sought with a large enough effect; inconclusive = small, poorly fitted or top-dose-only effect, or another doubt; inactive = no such curve, though single readings can be large; an effect the other way counts as inactive or inconclusive. Rows are unselected. About 1.6% of those tested had a hit in this group.
SMILES,TSHR antagonist,GALK inh,Giardia kill,BCR signal inh,AT treatment,KCNH2 WT inh,MLL CXXC-DNA inh,FBPA coupling cs,TCR activator,Tb PFK inh
O=C(CO/N=C/c1ccccc1OC(F)F)NCc1ccco1,1.2,-1.9%,-2.5,-6.0%,27.3%,4.2,0.9%,0.3,-3.3%,4.2%
O=C(Nc1nnc(-c2ccccc2)o1)Nc1ccc(F)cc1F,11.4,1.4%,-14.3,0.5%,-3.7%,-0.7,22.2%,-0.1,4.6%,-4.3%
CN1CCN(c2ccc(NC(=O)COc3cccc4ccccc34)cc2)CC1,2.2,5.5%,-19.4,0.0%,-7.1%,-0.9,3.1%,1.0,1.8%,1.4%
CC1CCCC(NC(=O)c2cccc(S(=O)(=O)NCc3ccccc3)c2)C1C (configuration not stated),3.0,nt,3.1,-2.4%,-5.6%,-2.4,nt,nt,3.1%,-0.5%
CCCc1cc(=O)[nH]c(SCC(=O)N2CCN(S(=O)(=O)c3ccc(C)cc3C)CC2)n1,-14.1,-0.2%,4.4,0.4%,3.5%,-2.3,-3.1%,-1.8,1.8%[46.1 µM],-0.2%
CC(=O)c1ccc(NC(=O)c2ccc(CNc3c(N4CCOCC4)c(=O)c3=O)cc2)cc1,4.8,nt,-23.7,-1.4%,103.0%,0.6,-1.9%,0.6,-9.3%,0.5%
Cc1c(N=Cc2c(O)n(Cc3ccco3)c(=O)c3ccccc23)c(=O)n(-c2ccccc2)n1C,-3.8&-3.7,0.2%&-4.0%,11.3,-1.2%&-2.2%,-11.5%&-5.5%,-3.5,?,-6.0&-0.7,9.6%[46.1 µM],-0.5%&-0.8%
Cc1cccc([C@@H]2[C@@H]3C(=O)N(Cc4ccccc4)C(=O)[C@@H]3[C@]3(C)C(=O)N(c4ccc(Br)cc4)C(=O)N23)c1,-14.0,nt,7.8,13.7%,3.1%,-9.2,11.9%,-0.1,1.4%,-3.4%
CN(C)S(=O)(=O)c1cccc(NC(=O)c2ccc(S(=O)(=O)N3CCCCC3)cc2)c1,-1.4,nt,-6.7,9.6%,2.4%,-1.8,nt,nt,-2.2%,0.1%
Cc1[nH]c2ccccc2c1C(=O)CSc1nc2ncc(Cl)cc2[nH]1,0.0,10.4%,1.9,4.3%,-1.0%,25.5,72.5%[activator],0.4,5.7%,-4.0%
C/C(Cl)=C\Cn1c(NCCCn2ccnc2)nc2c1c(=O)n(C)c(=O)n2C,-12.6,-1.4%,10.5,3.0%,-3.4%,-1.4,-5.0%,-0.5,-16.1%,1.0%
COc1ccc(C2C(C#N)=C(N)OC3=C2C(=O)CC(C)(C)C3)cc1Cn1nc(C)c([N+](=O)[O-])c1C (configuration not stated),5.8,-3.1%,-5.1,21.1%,8.5%,8.7,-0.7%,-1.0,2.3%[46.1 µM],12.1%
O=P(O)(O)C(O)C(F)(F)C(F)(F)C(F)(F)C(F)F (configuration not stated),23.5,1.6%,-3.4,1.0%,7.7%,0.7,0.2%,1.6,-5.1%,-1.8%
Cc1ccsc1C1C(C#N)=C(N)Oc2n[nH]c(C)c21 (configuration not stated),-2.7,12.7%,0.2,?,11.7%,-3.8,9.2%,-3.5,-16.3%,-26.1%
C=C(C)CSc1nnc([C@@H]2CCCN2)o1,4.3,nt,0.7,-2.1%,-6.1%,-3.7,-0.9%,1.5,5.9%,2.3%
COc1cc(S(=O)(=O)NCCCN2CCOCC2)ccc1Cl,7.1,-3.6%,6.3,1.0%,-0.4%,14.0,-10.2%,1.2,nt,-2.1%
COc1ccc(NC(=O)Cn2nnc(C(=O)NCCc3ccccc3)c2N)cc1,10.3,3.0%,3.2,4.4%,2.5%,nt,15.1%,2.5,0.7%,1.4%
Cc1ccc(-c2cc3nc(-c4ccc(Br)cc4)cc(N)n3n2)cc1,-6.4,0.1%,-23.3,1.4%,14.3%,-11.7,5.3%,0.2,-13.3%[46.1 µM],-14.5%
Cc1c(C)c2ccc(OC3CCCCC3=O)cc2oc1=O (configuration not stated),-2.6,-1.8%,-5.4,?,2.5%,-27.0,1.7%,-2.6,11.7%,0.8%
CCc1cc(/C(Cc2csc(C)n2)=N/O)c(O)cc1O,-11.0,-4.9%,12.1,-1.9%,6.1%,11.0,-3.4%,1.4,12.2%,-9.0%
CCOC(=O)/C(=C\c1ccccc1)NC(=O)c1ccccc1,31.9,4.8%,1.4,-3.0%,19.0%,2.4,-9.0%,-4.8,-4.1%,-3.1%
CCOc1ccc(C(CCc2ccccc2)NC(=O)c2ccccc2F)cc1OCC (configuration not stated),-5.3,0.6%,1.9,0.5%,8.0%,-1.1,6.0%,-0.2,-7.6%,-3.6%
CCOC(=O)CN1C(=O)S/C(=C\c2ccc(-c3ccc(C(=O)O)c(Cl)c3)o2)C1=O,-19.6,-3.2%,19.7,?,5.1%,4.4,-26.0%,-1.2,0.2%,-5.8%
COc1ccc(NC(=O)C2=C(C)NC(=O)NC2c2cccc(OC)c2OC)c(OC)c1 (configuration not stated),-2.7,2.5%,-6.8,?,8.3%,-18.3,-3.2%,0.1,-3.9%,2.6%
O=C(CCC1CCCC1)Nc1ccon1,9.4,1.6%,7.5,1.1%,2.5%,-38.3,-0.3%,-0.3,2.6%,-8.5%
Cc1ccc(S(=O)OCC(=O)Nc2cc(Cl)ccc2N2CCOCC2)cc1 (configuration not stated),4.6,5.3%,36.1[activator],?,2.7%,nt,-1.4%,-0.6,4.2%,0.2%
O=C(C1=C(O)C(=O)N(CCN2CCOCC2)C1c1ccc(Br)cc1)c1cc2ccccc2o1 (configuration not stated),-7.3,2.4%,-29.2,6.1%,9.6%,-1.3,0.3%,nt,-4.8%,1.6%
O=S(=O)(Nc1cccc(Cl)c1)c1ccc(-n2cccn2)cc1,-2.0,nt,6.6,-8.0%,0.5%,-0.6,17.2%,1.5,-0.9%,0.1%
COc1cc(-c2noc(CCC(N)=O)n2)cc(OC)c1OC,-2.3,8.8%,nt,?,6.0%,nt,8.1%,-2.1,nt,-1.1%
COc1cc(OC)cc(-c2nc(-c3cccs3)no2)c1,-13.8,-2.2%,-13.0,?,4.2%,24.3,-3.1%,0.7,6.0%,4.1%
O=c1cc(-c2ccc(O)cc2)oc2cc(O)cc(O)c12,-18.5,nt,28.7,nt,nt,-15.2,6.7%,6.8&3.4&5.4&7.0,-8.5%,nt
CCCc1ccc(-c2c(C)sc(N)c2C#N)cc1,-11.7,2.4%,-23.2,?,-16.0%,1.2,0.4%,-10.6,-4.0%,-5.3%
CCOc1ccccc1N(C)S(=O)(=O)c1ccc2c(c1)CC(C)N2C(=O)C1CC1 (configuration not stated),1.0,-5.7%,-1.9,10.1%,0.5%,3.7,-4.4%,-0.6,-1.9%,0.1%
CCNc1nc(OC)nc(Oc2ccc(=O)n(-c3ccccc3)n2)n1,3.3,1.6%,-2.5,2.3%,8.7%,-1.5,1.2%,-0.4,-11.2%,-6.5%
COC(=O)c1sc2ccccc2c1-n1cccc1C(=O)C(=O)Nc1ccccc1,0.5,4.8%,-1.3,1.1%,-7.0%,1.2,1.1%,0.6,2.9%,0.0%
Cc1ccc(C(=O)CCC(=O)OCC(=O)Nc2c(C)nn(-c3ccccc3)c2C)cc1,-27.5,nt,-19.2,0.1%,4.5%,1.0,nt,nt,2.5%,-3.4%
O=C(Cn1nnc(-c2ccccc2)n1)OC1CCOC1=O (configuration not stated),7.1,-0.4%,-21.3,-0.1%,0.9%,2.7,0.9%,0.4,0.5%,-5.4%
COc1cccc(N(C(=O)CNC(=O)c2ccco2)C(C(=O)NC2CCCCC2)c2cccnc2)c1 (configuration not stated),2.2,5.5%,-5.4,-10.6%,-4.6%,-5.0,-10.8%,4.5,-3.6%,-5.5%
Cc1nn2c(-c3ccccc3)ccnc2c1Br,-10.2,-1.0%,13.0,0.8%,-6.8%,1.2,-3.5%,-1.0,0.2%,-0.1%
O=C(CN1C(=O)NC(c2ccccc2)(c2ccccc2)C1=O)NC1CCS(=O)(=O)C1 (configuration not stated),20.8,nt,2.7,-5.3%,20.8%,8.5,nt,nt,-1.4%,16.4%
O=C(COc1ccc(Cl)cc1Cl)NN=C1CCCCC1,2.3,nt,-10.3,1.2%,-6.2%,i,2.0%,-0.2,-1.3%,?
O=C(Nc1ccccc1OC(F)F)c1ccc(S(=O)(=O)N2CCOCC2)cc1,13.0,-1.8%,-12.3,-7.7%,2.1%,-11.0,?,0.7,0.6%,2.6%
